Screening data: PubChem, PCMD
AP complement – alternative pathway complement inhibition, orthogonal assay | Human serum alternative complement pathway, LPS-coated ELISA, C3 deposition; tested in compound mixtures | inhibition, % at 5 µM | 62,000 compounds, 0.08% hits | AID 1235;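 active means inhibition above 30% in each of the two pooled mixtures holding the compound, so the lower value exceeds 30%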;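 further: 0% = serum in Mg-EGTA without compound and 100% = EDTA serum blank; some compounds past the cut are filed as inactive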
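Test system: human serum alternative complement pathway, C3 deposition on LPS-coated wells; also added: Plate-bound LPS; doses: 5 µM per compound in ten-compound mixtures; schedule: 1 h at 37 °C; detection: Anti-C3 ELISA, OD 450 nm; evaluation: percent inhibition of C3 deposition onto LPS; repeats: two pool placements per compound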
CatB mix inh – inhibitors of human cathepsin B in compound mixtures; Purified cathepsin B, AMC dipeptide fluorescence; inhibition, %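 (ten-compound pools at 5 µM per compound and 50 µM total)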; 62,000 compounds, 0.06% hits; in the data active means inhibition above about 22%, passing the limit was not always enough;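 further: 0% = enzyme without compound and 100% = no enzyme blank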
CatS inh – inhibitors of human cathepsin S; inhibition, %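 (tested at 5 µM per compound within 10-compound mixtures)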; AID 501; P25774; recombinant cathepsin S, AMC dipeptide fluorescence, pooled mixtures; 62,000 compounds, 0.06% hits; in the data active means inhibition above about 32%, passing the limit was not always enough;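 further: 0% = enzyme without compound and 100% = blank without enzyme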
CatG inh – cathepsin G (human) inhibition. P08311. purified enzyme, AMC-tetrapeptide fluorescence, pooled mixtures. inhibition, % at 5 µM (by protocol). 62,000 compounds, 0.2% hits. AID 581;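 active means inhibition above 20% in each of the two mixture wells holding the compound; inactive means inhibition of 20% or less in either well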;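 further: 0% = enzyme control without mixture and 100% = blank lacking enzyme; strong numbers were not always called active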
Target sequence (P08311 21-244 limits assumed): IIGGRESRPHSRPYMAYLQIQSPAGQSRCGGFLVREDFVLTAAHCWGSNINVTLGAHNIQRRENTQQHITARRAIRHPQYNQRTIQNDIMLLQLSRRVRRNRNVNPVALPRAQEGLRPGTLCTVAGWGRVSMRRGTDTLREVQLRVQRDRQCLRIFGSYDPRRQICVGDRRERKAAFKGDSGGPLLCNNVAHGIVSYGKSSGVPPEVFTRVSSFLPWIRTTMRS
CatB inh – human cathepsin B inhibition; 63,000 compounds, 0.1% hits; purified cathepsin B, fluorogenic substrate, fluorescence; inhibition, %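 (tested at 10 µM)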; in the data active means inhibition above about 21%;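 further: 0% = enzyme with no compound and 100% = no enzyme blank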
CatL inh – blocks human cathepsin L protease activity. 58,000 compounds, 0.17% hits. P07711. purified cathepsin L, fluorogenic substrate, fluorescence. inhibition, %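 (tested at 10 µM)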; in the data active means inhibition above about 45%;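 further: 0% = enzyme with no compound and 100% = no enzyme blank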
C1s inh – blocks human complement C1s protease activity; P09871; purified C1s, fluorogenic AMC substrate, pooled mixtures; mean inhibition % of two 10-compound mixtures (active compounds read high), % at 5 µM (by protocol); 62,000 compounds, 0.16% hits; AID 538;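 active means inhibition above 20% in each of the two 10-compound mixture wells holding the compound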;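 further: 0% = enzyme wells lacking compound mixture and 100% = no-enzyme blank wells; some compounds called inactive have numbers as strong as hits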
Target sequence (P09871 16-437 limits assumed): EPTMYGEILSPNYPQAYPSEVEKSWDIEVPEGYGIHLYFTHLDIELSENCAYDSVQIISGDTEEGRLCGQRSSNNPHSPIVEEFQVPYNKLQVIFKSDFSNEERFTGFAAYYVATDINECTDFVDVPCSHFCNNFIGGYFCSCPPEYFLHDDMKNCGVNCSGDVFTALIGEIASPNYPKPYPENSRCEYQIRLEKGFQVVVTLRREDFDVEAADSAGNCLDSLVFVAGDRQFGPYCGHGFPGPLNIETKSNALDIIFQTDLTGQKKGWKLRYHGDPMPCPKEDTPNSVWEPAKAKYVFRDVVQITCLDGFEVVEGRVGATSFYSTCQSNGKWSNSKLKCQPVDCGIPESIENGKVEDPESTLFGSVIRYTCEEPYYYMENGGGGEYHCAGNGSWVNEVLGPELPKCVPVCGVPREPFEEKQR
Target sequence (P09871 438-688 limits assumed): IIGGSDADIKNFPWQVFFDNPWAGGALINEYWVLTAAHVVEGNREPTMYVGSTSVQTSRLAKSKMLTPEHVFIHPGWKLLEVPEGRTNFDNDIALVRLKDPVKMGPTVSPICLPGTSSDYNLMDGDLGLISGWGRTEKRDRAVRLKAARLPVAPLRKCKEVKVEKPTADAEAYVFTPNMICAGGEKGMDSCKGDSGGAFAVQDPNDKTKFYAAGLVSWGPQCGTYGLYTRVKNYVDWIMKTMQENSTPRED
FXIa mix inh – blocks human factor XIa in pooled compound mixtures; P03951; inhibition, % at 5 µM; purified FXIa, fluorogenic substrate; AID 680; 62,000 compounds, 0.19% hits; in the data active means inhibition above about 20%, passing the limit was not always enough;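 further: each value is inhibition by a whole ten-compound pool holding the compound; 0% = enzyme with no mixture and 100% = wells lacking enzyme; strong numbers were not always called active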
Ec RNAP inh – Escherichia coli RNA polymerase inhibition; E. coli RNA polymerase, fluorescence transcription assay; inhibition, %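 (tested at 10 µM)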; 62,000 compounds, 0.2% hits; in the data active means inhibition above about 20%;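 further: 0% = enzyme without compound and 100% = no enzyme blank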
* = called active by the depositor; x = no result given.

Ec RNAP inh	CatS inh	C1s inh	CatL inh	FXIa mix inh	CatB mix inh	CatG inh	CatB inh	AP complement	smiles
1.1	-3.1	11.1	-3.7	3.0	1.9	7.8	0.2	13.6	CCc1ccc(N(CC(=O)NC2CCCCC2)S(=O)(=O)c2c(C)noc2C)cc1
10.8	15.8	-4.4	x	-3.5	3.4	-4.3	10.0	-7.3	c1ccc(Nc2nc3ccccc3[nH]2)nc1
6.1	1.7	-12.0	3.1	-7.1	-0.4	0.1	31.7*	14.0	COc1ccc(N(CC(=O)NCC2CCCO2)S(=O)(=O)c2c(C)noc2C)cc1 (centres undefined)
8.8	-1.6	1.0	5.9	7.2	2.9	8.6	6.3	16.4	O=C(c1cc2ncc(Br)cn2n1)N1CCN(C(=O)c2ccco2)CC1
7.1	16.5	-26.1	x	9.3	5.9	2.0	1.8	5.4	Cc1onc(-c2ccccc2)c1C(=O)Nc1ccc2c(c1)OCCO2
8.5	18.4	-6.9	13.9	9.1	4.6	-7.1	3.4	-5.8	COc1ccc(O)c(-c2c(-c3ccc(Cl)cc3)n[nH]c2C)c1
7.0	1.6	7.6	0.4	6.0	2.2	5.8	1.4	16.3	O=S(=O)(c1cccc(Cl)c1)N1CCCC1
9.3	-3.0	-14.0	x	3.2	1.2	11.5	0.5	4.6	Cc1nc(NC(C)C)c2oc3ccccc3c2n1
9.1	1.4	12.0	13.2	7.8	4.8	16.5	2.5	9.0	NC(=O)COC(=O)C(Cc1ccccc1)NS(=O)(=O)c1ccccc1F (centres undefined)
5.7	-24.1	-64.4	8.8	-29.2	-11.1	-18.6	0.9	2.8	CCC(=O)NC1(C(F)(F)F)C(=O)NC(C)=C1C#N (centres undefined)
11.1	41.9	-33.8	17.6	-4.5	1.6	11.5	4.6	24.1	COC(=O)C1C2C=CC3(CN(c4ccc(Cl)c(F)c4)C(=O)C13)O2 (centres undefined)
-1.4	4.8	3.9	-1.1	3.7	3.7	-0.8	-1.0	4.3	Cn1cc(C2NC(=O)c3c(sc4c3CCCC4)N2)c2ccccc21 (centres undefined)
4.4	-0.6	15.9	3.3	3.6	3.7	12.7	3.3	9.0	O=C(CSc1nnc2ccccn12)NC(=O)NC1CCCC1
7.9	5.4	23.6	10.4	8.2	-1.7	19.6	1.3	-5.5	Cc1ccc2cc(CN(Cc3nnnn3C3CCCC3)C3CCCCC3)c(=O)[nH]c2c1C
4.0	5.0	15.4	1.1	9.0	0.4	6.2	3.5	11.8	O=C(Nc1c2c(nn1-c1ccc(F)cc1)CS(=O)C2)C12CC3CC(CC(C3)C1)C2 (centres undefined)
10.2	3.0	-9.2	3.9	-2.0	5.6	10.7	4.2	12.8	O=C(Cc1c(F)cccc1Cl)N1CCN(C(=O)c2ccco2)CC1
1.2	-7.7	5.0	x	-2.5	0.7	7.2	4.5	-3.3	CC(=O)c1cccc(NC(=O)c2cc(-c3ccc(C)cc3)on2)c1
7.8	10.5	2.0	1.9	-0.3	2.2	-5.0	4.9	-6.3	CCCC(=O)Nc1ccc(NC(=O)c2cccs2)cn1
5.3	-11.8	-33.9	4.5	2.4	1.4	0.2	4.3	18.3	CCOC(=O)Cn1c(CN2CCOCC2)nc2c1c(=O)[nH]c(=O)n2C
6.4	7.0	-8.6	13.7	4.7	-0.4	-1.8	2.2	5.3	COCC(COCCCNC(=O)Nc1ccc(Br)cc1)OC (centres undefined)
5.6	3.3	3.2	9.4	0.3	-0.3	1.4	-0.6	2.5	COc1ccc(S(=O)(=O)Nc2cc(C)cc(C)n2)c2ccccc12
1.1	-7.6	5.2	-3.4	6.2	4.0	-0.9	-5.7	10.9	Cc1ccc(-n2c(SCC(=O)Nc3ccc4cn[nH]c4c3)nnc2-c2ccco2)cc1
8.5	1.5	8.3	-3.6	-0.4	3.4	7.9	-0.6	20.6	Cc1cc(C)n(Cc2ccc(C(=O)NCCC3=CCCCC3)o2)n1
7.8	12.6	-17.7	7.6	2.5	5.4	-9.3	7.5	-9.6	CC(=O)N1CCc2cc(S(=O)(=O)NC(CC(C)C)C(=O)Nc3cc(C)ccn3)ccc21 (centres undefined)
14.2	7.5	6.3	4.6	5.9	5.4	14.4	5.5	7.3	CCn1nccc1C(=O)Nc1nccs1
4.4	-41.4	-151.6	-4.9	-39.0	-11.0	-25.2	2.3	7.9	CC1(C)C(=O)OC(c2c(F)c(F)c(F)c(F)c2F)C2(CCCCC2)C1=O (centres undefined)
x	-7.8	15.6	x	7.1	-4.1	9.5	x	3.0	Cc1c(NC(=O)Nc2ccc(Cl)c(Cl)c2)c(=O)n(-c2ccccc2)n1C
8.0	1.6	6.3	0.6	5.2	4.6	9.6	3.0	2.6	CCOC(=O)c1cccc(NC(=O)CSc2nnc(-c3ccoc3C)n2CC)c1
-1.0	-2.5	-5.2	-9.1	0.5	3.1	6.1	-0.5	10.6	Fc1ccc(-c2nnc(CSc3nnc(-c4ccc5c(c4)OCO5)o3)o2)cc1
5.8	-5.9	-29.9	-5.8	-3.0	0.3	5.8	-0.4	12.3	Cc1n[nH]c(C)c1S(=O)(=O)N1CCC(C(=O)O)CC1

A few values from above:
CCOC(=O)c1cccc(NC(=O)CSc2nnc(-c3ccoc3C)n2CC)c1 | CatL inh: 0.6
O=C(Cc1c(F)cccc1Cl)N1CCN(C(=O)c2ccco2)CC1 | CatB mix inh: 5.6
CCOC(=O)Cn1c(CN2CCOCC2)nc2c1c(=O)[nH]c(=O)n2C | AP complement: 18.3

Further results follow:
Ec RNAP inh	CatS inh	C1s inh	CatL inh	FXIa mix inh	CatB mix inh	CatG inh	CatB inh	AP complement	smiles
4.8	4.0	-5.6	4.9	11.9	7.2	1.7	-6.8	15.9	O=C(CC1CCCCC1)NCCCN1CCOCC1
6.9	-10.4	12.6	-2.6	6.7	3.5	11.3	3.7	16.3	COc1ccc(OC)c(NC(=O)CSc2nnc(CNc3ccc(F)cc3)o2)c1
12.6	21.9	-0.5	9.4	2.1	-0.4	4.5	6.5	-3.8	COc1ccc(C2C(C(=O)O)c3ccccc3C(=O)N2C)cc1Br (centres undefined)
9.9	6.5	10.3	13.2	8.7	6.4	-10.4	3.9	24.4	CCN1CCN(C(=O)c2oc(=O)c3ccccc3c2-c2ccc(C)cc2)CC1
4.1	-13.7	-7.9	x	6.7	3.0	-2.4	-6.2	23.0	Cc1nc(SCC(=O)N2CCN(c3ccccc3)CC2)c2c(=O)n(C)c(=O)n(C)c2n1
0.1	80.8*	-2.5	x	9.3	1.7	-0.9	-3.3	4.5	Cn1c(C(=O)NCCN2CCOCC2)cc2c(=O)n(C)c3ccccc3c21
3.4	-0.3	-4.7	6.1	3.5	4.3	6.3	0.0	18.0	CC(C)(C)c1ccc(-c2nnc3sc(-c4ccccn4)nn23)cc1
5.7	-7.6	24.8	7.4	9.9	3.9	8.8	x	25.0	CC(=O)c1ccc(OC(=O)c2cccs2)cc1
4.2	-6.1	7.1	-6.7	6.1	2.6	8.9	-0.2	6.0	Cc1ccc2cc(CN(CC3CCCO3)C(=O)c3ccco3)c(=O)[nH]c2c1C (centres undefined)
4.6	11.3	-10.6	6.1	2.2	2.7	-3.2	-1.8	8.0	CC(C)CNC(=O)c1cccc(C(=O)NCC(C)C)c1
1.7	-7.4	-8.6	-0.9	7.9	4.1	-28.6	-1.6	9.0	CCn1cc(C(=O)Nc2cccc(C(=O)OC)c2)c(=O)c2ccc(C)nc21
-1.7	1.6	2.0	-6.8	7.6	5.6	-0.1	-5.7	5.6	COCc1cc(=O)n2c(-c3ccccc3OC)n[nH]c2n1
8.2	-2.5	5.8	2.5	2.2	4.9	10.2	-0.9	21.4	Cn1cc(Cl)nc1C(O)c1ccccc1 (centres undefined)
-10.4	-8.3	-23.1	-344.3	0.8	3.5	5.3	-4.4	15.9	CN(C)c1oc(-c2ccccc2F)nc1C#N
4.3	2.0	-22.8	11.6	0.2	-5.2	5.2	1.0	-4.0	CC1(C)Cc2c(sc3nc(NCCN4CCOCC4)n4ncnc4c23)CO1

Among those listed so far, these have a cyano group.
Ec RNAP inh	CatS inh	C1s inh	CatL inh	FXIa mix inh	CatB mix inh	CatG inh	CatB inh	AP complement	smiles
5.7	-24.1	-64.4	8.8	-29.2	-11.1	-18.6	0.9	2.8	CCC(=O)NC1(C(F)(F)F)C(=O)NC(C)=C1C#N (centres undefined)
-10.4	-8.3	-23.1	-344.3	0.8	3.5	5.3	-4.4	15.9	CN(C)c1oc(-c2ccccc2F)nc1C#N

(listing goes on)
Ec RNAP inh	CatS inh	C1s inh	CatL inh	FXIa mix inh	CatB mix inh	CatG inh	CatB inh	AP complement	smiles
2.6	-8.7	-101.9	-6.1	-9.8	-5.5	-8.8	4.5	2.1	Cc1nc(SCc2cccc(F)c2)[nH]c(=O)c1C#N
3.1	-11.3	-29.2	-5.0	-3.7	-0.6	-8.8	-3.3	16.5	O=C(CNC(=O)Cn1ccc2ccccc2c1=O)NCCCN1CCN(c2cccc(Cl)c2)CC1
7.8	-20.6	9.7	3.1	3.0	2.2	11.0	3.6	13.2	COc1ccc(OC)c(-n2nnnc2SCC(=O)NCc2ccc3c(c2)OCO3)c1
8.2	-2.8	6.6	5.3	2.8	0.3	5.0	3.1	-0.5	NC(=O)CC1(CC(=O)O)CCCCC1
4.6	17.8	-24.3	26.9	-5.5	3.2	-8.9	1.1	-11.0	COc1ccccc1C(c1nnnn1Cc1ccccc1)N1CCN(c2nc3ccccc3s2)CC1 (centres undefined)
20.9*	15.5	13.6	15.7	8.8	-0.9	15.7	-0.5	-5.3	Nc1nc(NC(=O)c2cccs2)nn1-c1ccccc1
7.8	13.6	-2.1	5.9	-1.4	-4.3	0.5	-2.1	-1.2	O=C(C1CC(=O)N(C2CCCC2)C1)N1CCN(c2ccc(F)cc2)CC1 (centres undefined)
x	1.7	-4.4	-0.4	11.8	-2.7	-2.4	-3.1	20.7	CCOc1ccccc1COC(=O)c1cccc(-n2cnnn2)c1
6.8	-3.5	-1.8	10.1	5.5	3.7	1.9	-4.5	3.7	CCN(CC)C(=O)COc1cccc2ccccc12
1.9	9.5	12.7	11.8	-1.9	-1.9	7.8	6.2	-4.5	N#Cc1ccc(OCC(=O)NCCc2ccc(S(N)(=O)=O)cc2)cc1
-2.5	-3.0	11.2	-9.2	7.2	3.9	8.5	-0.8	12.6	Cc1c(Cl)cccc1NC(=O)CCN1CCCC(C)C1 (centres undefined)
7.5	2.7	-4.2	5.2	-4.7	-4.8	7.3	2.6	5.0	CC(=O)c1cccc(NC(=O)NC(C)c2ccncc2)c1 (centres undefined)
12.0	16.2	14.4	7.2	7.2	6.9	14.3	3.5	5.8	COC(=O)c1ccc(C(c2c(N)n(CC(C)C)c(=O)[nH]c2=O)N2CCN(c3ccccc3)CC2)cc1 (centres undefined)
3.5	-3.4	-4.7	1.0	0.5	0.9	-7.2	0.6	-0.8	Cc1ncc([N+](=O)[O-])n1CC(O)CCl (centres undefined)
3.4	4.8	13.3	16.2	-0.6	-2.7	9.0	3.2	0.5	COC(=O)c1cccc(NC2CC(=O)N(c3ccc(OC)c(OC)c3)C2=O)c1 (centres undefined)
11.4	-1.7	12.4	4.1	3.4	2.8	12.4	3.2	-2.2	O=S(=O)(c1cccs1)N1CCc2ccccc2C1
1.8	9.1	-2.9	9.4	8.0	-1.4	1.9	1.2	11.2	N#Cc1c(C(F)(F)F)cc(-c2ccco2)nc1SCc1ccccn1
-1.0	7.2	-5.1	0.1	-4.2	3.9	6.4	2.9	15.0	Cc1cc(NC(=O)c2cc(-c3ccco3)on2)nn1Cc1ccc(Cl)cc1
6.9	4.1	1.1	5.6	3.9	7.1	-25.8	3.4	15.0	CCOC(=O)c1ccc(NS(=O)(=O)c2ccc(SC)cc2)cc1

Only part of the results is shown; rates above refer to the full screens.
